High-throughput results (PubChem BioAssay)
TDP2 absorb – human TDP2 enzyme inhibitors, primary screen, biochemical, epi absorbance, recombinant enzyme; Tyrosyl-DNA phosphodiesterase 2 (Homo sapiens), O95551; T5PNP hydrolysis, p-nitrophenol absorbance 415 nm; hit rate 0.34% among 370,000; inhibition, % at 12.8 µM; AID 720702, 2013;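 active = inhibition above the mean of all tested compounds plus 3 SD, set per campaign, cut at about 25% in these data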;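 note: 0% = DMSO with enzyme and 100% = buffer with substrate but no TDP2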
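Read-out basis: percent inhibition. System: recombinant human TDP2. Buffer or medium: Mg2+-containing Tris-HCl buffer, pH 7.5. Repeats: single replicate. Timing: reaction 2 h, 37 °C. Benchmarks: high control without enzyme, low control DMSO plus TDP2. Probe or stimulus: 5 mM T5PNP. Doses: 12.8 µM only. Measured by: epi absorbance of p-nitrophenol freed from T5PNP by hydrolysis.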
TCR-CD3 inh – inhibitors of human TCR-CD3 interaction, primary screen, biochemical, fluorescence, TAMRA-labeled TCR probe. T-cell receptor (TCR). inhibition, % at 9.4 µM. hit rate 0.37% among 360,000. AID 651800, 2012; in the data active = inhibition above about 19%;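 note: recombinant mutant TCR 2C K166C tagged with TAMRA read by polarization; 0% = receptor in buffer alone and 100% = receptor with positive control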
SIAE inh – human SIAE inhibitors, primary screen, biochemical, fluorescence polarization, FP-Rh probe, 1536-well HTS | Sialate O-acetylesterase (Homo sapiens), Q9HAT2 | SIAE FP-Rh probe binding | inhibition, % at 9.66 µM | hit rate 0.69% among 370,000 | AID 1053197, 2014;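 active = inhibition above a cutoff: mean of compounds within the control limits plus 3 SD of those, cut at about 17% in these data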;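 note: 0% = plate median of compound wells and 100% = probe without SIAE protein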
PRMT1 FP inh – PRMT1 methyltransferase inhibitors, primary screen, biochemical, fluorescence polarization. Protein arginine N-methyltransferase 1 (Homo sapiens), Q99873. recombinant PRMT1, activity-based probe fluorescence polarization. inhibition, % at 2.79 µM. hit rate 1.3% among 370,000;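 active = inhibition above about 21% made by adding two undisclosed values, limit read from the data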
Target sequence (Q99873 whole entry, looked up): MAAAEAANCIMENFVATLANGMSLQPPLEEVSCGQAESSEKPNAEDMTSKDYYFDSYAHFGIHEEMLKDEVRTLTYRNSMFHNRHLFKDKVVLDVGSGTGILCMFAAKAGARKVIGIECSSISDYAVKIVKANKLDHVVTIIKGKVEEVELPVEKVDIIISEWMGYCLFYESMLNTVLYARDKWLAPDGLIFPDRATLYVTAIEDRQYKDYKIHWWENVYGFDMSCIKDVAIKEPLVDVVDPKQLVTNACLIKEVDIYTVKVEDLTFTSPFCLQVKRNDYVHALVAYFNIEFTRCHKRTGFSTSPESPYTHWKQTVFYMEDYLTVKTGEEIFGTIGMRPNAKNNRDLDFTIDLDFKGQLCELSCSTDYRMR
MBD2 inh – inhibitors of MBD2 binding to methylated DNA, primary screen, biochemical, TR-FRET, DNA-binding domain, human; AID 686964, 2013; hit rate 0.31% among 370,000; MBD2 binding to methylated oligonucleotide; inhibition, % at 4.4 µM; Methyl-CpG-binding domain protein 2 (Homo sapiens), Q9UBB5; in the data active = inhibition above about 13%
UHRF1 MBD2 ctr – UHRF1 methylated DNA binding inhibitors, primary screen, counter-screen for MBD2 inhibitor project, biochemical, TR-FRET, human UHRF1, single concentration; E3 ubiquitin-protein ligase UHRF1 (Homo sapiens), Q96T88; UHRF1 binding to methylated oligo; inhibition, % at 4.4 µM; hit rate 0.75% among 370,000; AID 687016, 2013; in the data active = inhibition above about 21%;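 note: UHRF1 SRA domain binding a hemimethylated CpG hairpin DNA probe; 0% = median of test compound wells and 100% = reference inhibitor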
DDE Tn7 FP inh – inhibitors of Tn7 peptide binding to fibrin DD(E), primary screen, biochemical, fluorescence polarization, human fibrin, Tn7 probe; Fibrinogen beta chain (Homo sapiens), P02675; FP displacement of FITC-Tn7 peptide from fibrin DD(E); 0% = median of compound wells per plate; inhibition, % at 8.3 µM; hit rate 0.13% among 370,000; AID 720508, 2013;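 active = inhibition above the mean of compounds falling within the control limits plus 3 SD of them, cut at about 14% in these data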;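 note: 0% = plate median of compound wells and 100% = 10 µM Aha-Tn7 peptide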
Target sequence (P02675 whole entry, looked up): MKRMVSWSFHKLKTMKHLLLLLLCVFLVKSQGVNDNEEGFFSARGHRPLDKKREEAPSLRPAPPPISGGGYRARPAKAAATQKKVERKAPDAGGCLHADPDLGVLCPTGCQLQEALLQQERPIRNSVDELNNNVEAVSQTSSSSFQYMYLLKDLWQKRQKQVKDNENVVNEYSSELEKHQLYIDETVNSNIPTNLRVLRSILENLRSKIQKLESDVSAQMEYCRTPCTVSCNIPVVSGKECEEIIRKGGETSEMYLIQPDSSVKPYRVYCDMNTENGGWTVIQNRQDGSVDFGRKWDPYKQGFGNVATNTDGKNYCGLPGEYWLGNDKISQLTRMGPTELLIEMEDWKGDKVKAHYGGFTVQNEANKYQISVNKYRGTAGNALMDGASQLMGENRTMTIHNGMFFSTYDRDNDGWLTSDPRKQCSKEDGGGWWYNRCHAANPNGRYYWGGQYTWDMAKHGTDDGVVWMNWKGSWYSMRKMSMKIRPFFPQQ
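Test system: human clot-derived fibrin DD(E) complex / Quantity: 2 µM final DD(E) protein / Incubation: 10 min plus 3 h, room temperature / Measured by: fluorescence polarization / Benchmarks: high control of 10 µM Aha-Tn7 peptide / Replicates: singlicate testing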
DDE Tn6 FP inh – inhibitors of Tn6 peptide binding to fibrin DD(E), primary screen, biochemical, fluorescence polarization, human fibrin, Tn6 probe; AID 720509, 2013; Fibrinogen beta chain (Homo sapiens), P02675; Fibrin DD(E) TRITC-Tn6 fluorescence polarization displacement; hit rate 0.21% among 370,000; inhibition, % at 8.3 µM;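 active = inhibition above a per-campaign cutoff: mean of compounds within control limits plus 3 SD, cut at about 15% in these data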;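 note: 0% = median of all compound wells on the plate and 100% = blocking peptide control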
LEDGF integ inh – blockers of LEDGF/p75-dependent integrase strand transfer – biochemical, TR-FRET, high throughput, primary screen; HIV-1 integrase (with human LEDGF/p75); TR-FRET IN-LEDGF/p75 DNA integration, Eu/Cy5; inhibition, % at 3.7 µM; hit rate 0.64% among 370,000;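 active = inhibition above the screen-wide mean plus 3 SD, cut at about 13% in these data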;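 note: signal is the Cy5 over europium emission ratio at 671 and 618 nm; 0% = plate median of compound wells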
proKLK7 act – proKLK7 zymogen activators, primary screen, biochemical, fluorescence intensity; purified proKLK7, EDANS-DABCYL substrate fluorescence; 100% is mature enzyme control, 0% vehicle; activation, % at 7 µM; hit rate 0.9% among 370,000;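 active = activation above the mean of all tested compounds plus 3 SD, computed per campaign excluding outliers beyond control limits, cut at about 13% in these data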
* marks the source's active call; other numbers are inactive results; · = not tested or not shown.

SMILES | TDP2 absorb | TCR-CD3 inh | SIAE inh | PRMT1 FP inh | MBD2 inh | UHRF1 MBD2 ctr | DDE Tn7 FP inh | DDE Tn6 FP inh | LEDGF integ inh | proKLK7 act
O=C(O)c1cccc(Nc2ccc([N+](=O)[O-])cn2)c1 | 0.5 | 2.1 | 0.1 | 0.3 | -0.9 | 0.8 | -6.3 | -8.2 | 2.8 | -0.3
COc1ccccc1-c1nnc2n1N=C(c1ccc(OC(F)F)c(OCC3CC3)c1)CS2 | -6.1 | 6.6 | 2.0 | 1.9 | -0.5 | 0.6 | -7.0 | -4.0 | 3.4 | -0.3
COc1ccc(NC(=O)c2nnn(CC(=O)Nc3ccc4c(c3)OCO4)c2N)cc1OC | -2.8 | -3.6 | 8.6 | 7.6 | 0.1 | 0.5 | 0.6 | -1.7 | -4.9 | 8.9
O=S1(=O)c2ccccc2N=NN1Cc1ccc(Cl)cc1 | 6.1 | -0.6 | 12.6 | 6.4 | -3.8 | -4.6 | 0.2 | -4.5 | -2.2 | 0.9
COc1c(C)cc(C(O)c2ncc(-c3ccccc3C(F)(F)F)[nH]2)cc1C (configuration not stated) | -2.1 | -6.6 | 0.3 | 0.7 | 4.4 | 2.8 | -1.8 | 7.3 | -3.1 | -0.1
Cc1cc2ncn(C(=O)c3cc(-c4ccccc4)nc4ccccc34)c2cc1C | 5.7 | 0.4 | 0.9 | -1.7 | 0.5 | -1.2 | 4.5 | -0.1 | -1.6 | -0.3
O=C(NNc1ccccc1)C(=O)NNS(=O)(=O)c1ccc(CCCl)cc1 | -20.1 | 5.6 | 1.1 | -2.8 | -2.4 | 0.6 | -5.3 | -5.5 | -0.3 | -0.4
CCOC(=O)C1CCCN(C(=O)c2ccc(-c3ccccc3)cc2)CC1 (configuration not stated) | -11.6 | 1.1 | -3.4 | 0.3 | -6.5 | -2.3 | 2.4 | 0.8 | -0.5 | 0.3
COc1ccc(C(=O)NC(C)c2ccc(-n3ccnc3)cc2)cc1S(=O)(=O)N1CCOCC1 (configuration not stated) | -9.1 | 0.1 | 11.2 | 1.9 | 5.8 | 2.4 | -2.1 | 1.4 | 0.5 | 0.3
Cc1ccc(Sc2c(CO)c(-c3ccccc3)nn2C)cc1 | 0.0 | 4.3 | -0.6 | -2.9 | -1.1 | -1.2 | -1.0 | 8.0 | 4.1 | -0.3
O=c1cc(-c2ccc(C3CCCCC3)cc2)[nH][nH]1 | 3.4 | 2.5 | 11.7 | 1.0 | -2.7 | -2.5 | -0.8 | -8.8 | 2.0 | 0.3
Cc1ccc(C)n1NC(=O)c1ccccc1 | -3.4 | 5.0 | 8.4 | 0.3 | -1.1 | -1.6 | 5.3 | 2.5 | -0.7 | 0.2
N#Cc1ccc(-c2csc(NNC(=O)c3ccc(Br)cc3)n2)cc1 | -0.7 | 2.5 | -0.1 | 7.6 | 1.5 | -2.9 | -10.8 | -4.2 | -3.5 | 0.2
Cc1cc(Cl)c(S(=O)(=O)NC2CCCC2)cc1OCC(=O)NC1CCCCC1 | -4.1 | -1.9 | 2.0 | -1.5 | 5.9 | 4.2 | 4.5 | -11.4 | -1.0 | -0.3
COCC1CCN(Cc2cn[nH]c2-c2ccc(OC)cc2F)C1 (configuration not stated) | -1.3 | -1.8 | -1.7 | 1.2 | -1.7 | 4.2 | 2.2 | -7.4 | -5.3 | -0.1
COc1ccccc1/C=C/C=C(\C#N)C(=O)NC(C)c1ccccc1 (configuration not stated) | 2.7 | 0.8 | -6.1 | -4.3 | 1.1 | -2.5 | -4.8 | 5.6 | -1.6 | -0.8
Cc1onc(-c2ccccc2Cl)c1C(=O)Nc1ccc(-n2nncc2C(C)(C)C)cc1 | 1.7 | -2.0 | 2.0 | 0.2 | 1.5 | -1.4 | -3.2 | 2.7 | 1.9 | 0.3
COc1ccccc1OC1=NS(=O)(=O)c2ccccc21 | 2.2 | -1.4 | 4.3 | 2.9 | 1.6 | 0.7 | 2.1 | 0.5 | -1.8 | 0.6
Cc1csc(SC(C)C(=O)NC2CCCCC2C)n1 (configuration not stated) | 16.1 | -10.7 | -0.4 | -0.8 | -3.9 | 4.3 | -0.7 | -6.2 | -0.7 | -0.1
O=C1N(c2ccccc2)CC2CC(c3ccccc3)N3CCCC123 (configuration not stated) | 2.6 | · | -1.1 | 2.9 | -3.1 | -0.2 | -1.8 | -5.0 | -2.9 | -0.1
CCc1ccc(C(=O)OCC(=O)NCCNC(=O)COC(=O)c2ccc(CC)cc2)cc1 | -2.1 | 0.7 | 6.7 | 3.1 | 3.5 | 2.0 | 1.5 | -2.2 | 0.9 | 0.4
CCOC(=O)c1ccc(NC(=S)N(CCCN2CCCCCC2)Cc2ccco2)cc1 | 1.2 | 9.4 | -7.2 | 1.3 | -4.0 | -2.0 | -7.9 | -2.8 | -0.5 | -0.4
CC(CCN1CCN(c2ccccn2)CC1)c1ccccc1 (configuration not stated) | -2.6 | -10.5 | -4.2 | 8.8 | 8.4 | 7.5 | 1.3 | -6.8 | 2.9 | -0.1
Cc1nn(-c2ccccc2)c(C)c1/C=C1\C(=O)N(C)C(=S)N1C | -12.9 | 3.0 | -4.4 | 0.6 | -0.4 | -2.4 | 1.3 | 7.4 | 0.8 | -0.8
COc1cccc(NC(=S)N(CCc2c(C)[nH]c3ccc(C)cc23)Cc2cccs2)c1 | -2.9 | -4.9 | 10.6 | -1.6 | 3.6 | -0.6 | 7.6 | -7.3 | -4.2 | -0.6
CNC(=O)CSc1nc2c([nH]c3ccccc32)c(=O)n1CCOC | 9.9 | -3.8 | -1.1 | 3.2 | 4.5 | 0.2 | 3.6 | 3.5 | 1.5 | -0.2
CC(C)C[C@H](NC(=O)N1CC(=O)Nc2ccccc21)C(=O)N[C@H](C(=O)O)c1ccccc1 | 4.2 | 9.5 | -4.5 | -1.2 | 2.5 | -0.8 | 5.0 | -1.3 | -0.6 | 0.1
COc1ccc(OC(C)c2nnc(N)s2)cc1 (configuration not stated) | 6.9 | 6.8 | 9.8 | -6.5 | 1.5 | -1.1 | 0.5 | -2.2 | 2.8 | -0.5
CCN(CC(=O)Nc1cccc(OC)c1)C(=O)C1CCN(C(=O)Nc2ccccc2)CC1 | -10.3 | -2.8 | -0.7 | -0.7 | -2.0 | -1.2 | 3.8 | 4.9 | -0.6 | 0.4
COc1ccc(CNC(=O)c2ccc(CS(=O)(=O)c3ccccc3C)o2)cc1 | 25.7* | 0.6 | -1.8 | 0.6 | 3.9 | -1.4 | 8.6 | 2.3 | 0.8 | -0.1

Results in LEDGF integ inh and DDE Tn6 FP inh (two entries from above):
compound | LEDGF integ inh | DDE Tn6 FP inh
CCc1ccc(C(=O)OCC(=O)NCCNC(=O)COC(=O)c2ccc(CC)cc2)cc1 | 0.9 | -2.2
O=C(O)c1cccc(Nc2ccc([N+](=O)[O-])cn2)c1 | 2.8 | -8.2

New compounds follow
SMILES | TDP2 absorb | TCR-CD3 inh | SIAE inh | PRMT1 FP inh | MBD2 inh | UHRF1 MBD2 ctr | DDE Tn7 FP inh | DDE Tn6 FP inh | LEDGF integ inh | proKLK7 act
O=C(COC(=O)/C=C/c1ccco1)Nc1ccc(F)cc1Cl | -1.0 | 3.9 | 1.0 | 0.4 | -8.0 | 3.0 | 4.6 | -0.5 | 2.2 | 0.2
O=C(c1ccco1)N1CCN(c2ccc([N+](=O)[O-])cc2Cl)CC1 | 0.8 | 2.5 | -1.1 | 0.1 | 1.6 | 0.9 | -3.7 | -2.7 | -0.2 | 0.1
CCOC(=O)N1CCN(C(=O)CCCn2nnnc2CN2CCC(C)CC2)CC1 | -25.3 | -5.4 | -2.9 | -5.6 | -3.9 | 1.6 | 0.9 | 5.3 | 2.5 | 0.1
Cc1sc(NC(=O)c2ccc3ncsc3c2)c(C(N)=O)c1C | -2.4 | 9.9 | -10.5 | 33.8* | 1.0 | 0.9 | 5.0 | 1.1 | -1.5 | -76.1
Cc1[nH]c2ccccc2c1CCNS(=O)(=O)c1ccc(S(N)(=O)=O)cc1 | -7.0 | 3.1 | 3.3 | -0.1 | 4.9 | 0.6 | -3.6 | 3.1 | -2.6 | -0.1
CC1CCN(C(=O)CCCN2C(=O)c3cccnc3Oc3ccc(Cl)cc32)CC1 | -8.8 | -0.3 | -8.6 | -5.6 | 2.2 | 0.6 | -1.5 | -7.4 | 1.3 | 1.0
CC(=O)Nc1nc(N2C(=O)c3ccccc3C2=O)n(-c2ccccc2)n1 | 0.5 | 10.1 | 4.0 | -2.1 | -2.0 | -0.4 | -5.0 | 0.2 | -1.4 | -0.1
O=C(COc1ccc(S(=O)(=O)NC2CCCCC2)cc1)NCC1CCCO1 (configuration not stated) | -2.7 | -10.7 | -6.0 | -1.3 | 3.0 | 0.9 | -1.8 | -3.2 | -2.8 | -0.2
O=C(Nc1ccc(Cl)cc1)C(Cl)C(=O)c1ccccc1 (configuration not stated) | -0.2 | 0.1 | 0.2 | 77.5* | -0.8 | 1.9 | -6.5 | -13.5 | 2.4 | -0.6
CN(Cc1ccccc1)C(=O)c1ccc2sc([C@@H]3O[C@H](CO)[C@H](O)[C@H](O)[C@H]3O)nc2c1 | 10.6 | 0.4 | 2.5 | 5.0 | 2.2 | -0.4 | -6.3 | -5.7 | -5.5 | -0.2
Cc1cccc(OCCNC(=O)c2cncc(Br)c2)c1 | -6.6 | 3.6 | -3.3 | -1.0 | -2.5 | 1.6 | -6.2 | 1.2 | -1.9 | 0.0
CCn1c(=O)c2cc(C(=O)N(C)c3ccccc3F)sc2c2ccccc21 | -2.3 | 5.8 | -3.1 | -1.2 | 1.9 | -3.0 | -0.4 | -0.6 | 1.8 | 0.1
Cn1c(SCC(=O)N/N=C/c2cc([N+](=O)[O-])ccc2O)nnc1-c1ccccc1 | -5.7 | 20.7* | 4.7 | 2.1 | 1.8 | -0.1 | 0.7 | 2.8 | -0.9 | -0.3
O=C(NC1CCCCC1)C(c1ccnc2ccccc12)n1c(=O)c(-c2ccccc2)nc2ccccc21 (configuration not stated) | 3.2 | -11.8 | 1.4 | -0.7 | 1.7 | 3.0 | 9.6 | 3.4 | 1.0 | -0.2
